DT40 TDP1 no CPT: qHTS for Inhibitors of human tyrosyl-DNA phosphodiesterase 1 (TDP1): qHTS in cells in absence of CPT | DT40 Tdp1-/- hTDP1 cells, no CPT, ATP luminescence, 48 h | Potency, µM (highest dose often 46.2 µM), for the others: at the top dose activity change, negative = growth inhibition, usual class: inhibitors | 420,000 compounds, 15% hits | AID 686978, 2013; active = well fitted inhibition curve with a large enough effect; inconclusive = small, poorly fitted or top-dose-only effect; also: nearly all actives have a fitted effect of over 55% in size
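Growth of hTDP1-complemented DT40 Tdp1-knockout cells is measured by ATP luminescence after at least 48 hr compound exposure at 37 °C, with DMSO substituting for the 20 nM CPT used in the parallel screen.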
Numbers without * were called inactive; ? = inconclusive; & = joins results of further samples. % is scaled to controls: 0 for no effect and ±100 for the full control effect; potency is read from the fitted curve at half-maximal effect.

entry	SMILES	DT40 TDP1 no CPT
1	CC1(C(=O)NS(=O)(=O)c2ccccc2Cl)CCN1C(=O)C1CC1 (configuration not stated)	13%
2	C[C@H](O)[C@@]1(O)CC[C@H]2[C@@H]3CC[C@@H]4C[C@H](O)CC[C@]4(C)[C@H]3CC[C@@]21C	?
3	CCCCCC(=O)N1C[C@H](O)[C@@H](n2cc(COC(=O)c3ccccc3)nn2)C[C@@H]1c1ccc(C)cc1	0.82µM*
4	Cn1ccc2c(N(Cc3ccccc3)Cc3ccccc3)cc3c(c21)C1CCC3C1 (configuration not stated)	18µM*
5	CC1(C(=O)NS(=O)(=O)c2ccc(Br)cc2)CCN1C(=O)C1(c2ccccc2)CC1 (configuration not stated)	-14%
6	CC(C)c1cccc(C(C)C)c1OCCCCCN1CCOCC1	?
7	Cc1[nH]c2ccccc2c1SCCN	?
8	COC(=O)C1CCN(C2CN(Cc3ccc([N+](=O)[O-])cc3)S(=O)(=O)C2)CC1 (configuration not stated)	?
9	O=C(O)/C=C(/c1ccccc1)C(F)(F)F	10%
10	CS(=O)(=O)Nc1ccccc1-c1cccc2nccn12	4%
11	O=C(Nc1ccc(Cl)cc1)c1ccc2sc([C@@H]3O[C@H](CO)[C@H](O)[C@H](O)[C@H]3O)nc2c1	18%
12	Cn1c(SCC(=O)Nc2ccc(N3CCOCC3)c(Cl)c2)nnc1-c1ccccc1	?
13	COc1ccc(C(C)(O)c2nc(-c3ccc(S(C)(=O)=O)cc3)cs2)cc1 (configuration not stated)	23µM*
14	O=C1NC(=O)C(CCc2ccccc2)(c2ccccc2)N1 (configuration not stated)	-19%
15	Cc1cn(CC(=O)N[C@H](CO)Cc2c[nH]c3ccccc23)c(=O)[nH]c1=O	-6%
16	CC(=NNC(=S)N1CCN(c2ccccn2)CC1)c1nccs1	0.016µM*
17	O=C(Nc1cccc(Cl)c1)C1CC1c1ccccc1 (configuration not stated)	-15%
18	Cc1ccc([C@@H]2CC(=O)[C@@H]3CN(S(=O)(=O)c4ccc(C)cc4)[C@H](c4ccccc4)C[C@@H]3N2S(=O)(=O)c2ccc(C)cc2)cc1	-18%
19	COc1ccc(CN2CCOc3ccc(CN4CCC(O)(c5cccnc5)CC4)cc3C2)c(C)c1C	16µM*
20	Cc1cc(Br)c(Oc2cc(NN3CCCCC3)c([N+](=O)[O-])cc2[N+](=O)[O-])c(Br)c1	17%
21	Cc1ccc(S(=O)(=O)N/N=C/c2ccc(OCC(=O)NC(C)C)cc2)cc1	-17%
22	CC1CC(=O)Nc2ccccc2N1 (configuration not stated)	-9%
23	CN1CCN(C(=O)c2cccc3c(-c4ccc(F)c(F)c4)coc23)CC1	?
24	Cc1cnc2ccccc2c1/C=C/c1ccc(N(C)C)cc1	?
25	COCCNc1nc(-c2ccccc2F)c2sc(-c3ccccc3)cc2n1	?
26	C[C@@H]1CN([C@@H](C)CO)S(=O)(=O)c2ccc(Br)cc2O[C@H]1CN(C)C(=O)c1ccc2c(c1)OCO2	23µM*
27	O=c1[nH]c2cc3c(cc2cc1CN(CCc1ccccc1)C(=S)NCCCN1CCOCC1)OCCO3	21µM*
28	O=C(NCc1nnc2n1CCN(Cc1cccc(C(F)(F)F)c1)CC2)c1ccncc1	-15%
29	Cc1cccc(NC(=O)CNC(=O)[C@H]2O[C@@H](n3ccc(N)nc3=O)[C@H](O)[C@@H]2O)c1C	17%
30	CC1(C)OCC(CNC(=O)c2[nH]c(C(F)(F)F)nc2-c2ccccc2)O1 (configuration not stated)	3%

The closing 6 compounds of the part before open the next one.
entry	SMILES	DT40 TDP1 no CPT
25	COCCNc1nc(-c2ccccc2F)c2sc(-c3ccccc3)cc2n1	?
26	C[C@@H]1CN([C@@H](C)CO)S(=O)(=O)c2ccc(Br)cc2O[C@H]1CN(C)C(=O)c1ccc2c(c1)OCO2	23µM*
27	O=c1[nH]c2cc3c(cc2cc1CN(CCc1ccccc1)C(=S)NCCCN1CCOCC1)OCCO3	21µM*
28	O=C(NCc1nnc2n1CCN(Cc1cccc(C(F)(F)F)c1)CC2)c1ccncc1	-15%
29	Cc1cccc(NC(=O)CNC(=O)[C@H]2O[C@@H](n3ccc(N)nc3=O)[C@H](O)[C@@H]2O)c1C	17%
30	CC1(C)OCC(CNC(=O)c2[nH]c(C(F)(F)F)nc2-c2ccccc2)O1 (configuration not stated)	3%
31	COC(=O)[C@]12CCCCC=C1N(CCC1=CCCCC1)C(=O)[C@H](CC(=O)NCC1CCCCC1)C2	23µM*
32	CC[C@@H]1CC2=C(C(=O)OC(C)(C)O2)[C@@H](c2ccc(Cl)cc2)O1	-22%
33	COc1ccc(C=CC(=O)c2ccc(OCc3ccccc3)c(OC)c2)cc1OC	18µM*
34	COc1ccc(NC(=O)C2Cc3c(-c4cccc(NC(C)=O)c4)ccnc3O2)cc1OC (configuration not stated)	?
35	COc1ccc2c(c1)Cc1c-2cc(Br)c(N)c1Br	?
36	C=C1C(=O)OCC2C(C(=O)O)=CC3C(C)C(C)=CC123 (configuration not stated)	18µM*
37	COC(=O)c1cc(=O)nc(NN=Cc2ccc(OC)cc2)s1	-20%
38	C(=C1c2ccccc2-c2ccccc21)c1ccccn1	13µM*
39	Cc1ccc(S(=O)(=O)N2CCN(c3nc(-n4c(=O)[nH]c5ccccc54)nc4ccccc34)CC2)cc1	13µM*
40	Cn1c(C(=O)NCCCN2CCN(c3ccc(F)cc3)CC2)cc2c(=O)n(C)c3ccccc3c21	?
41	CC1=C(C(=O)N(C)C)CC(CC(=O)NC2CCCC2)C(=O)N1Cc1ccccc1 (configuration not stated)	3%
42	COc1c(S(=O)(=O)N2CCCCC2)ccc2c(S(=O)(=O)N3CCCCC3)cccc12	23µM*
43	C[C@@H]1CCCCO[C@H](CN(C)C(=O)Cc2ccccc2)[C@H](C)CN([C@@H](C)CO)C(=O)c2cc(NC(=O)Nc3ccc(F)cc3)ccc2O1	-23%
44	CCCN1CCC(C(=O)NC(c2ccc(F)cc2)c2ncccc2C)CC1 (configuration not stated)	-26%
45	OC(Cc1ccc2ccccc2n1)c1ccc(Cl)c(Cl)c1 (configuration not stated)	-28%
46	Cc1cc(C)n2nc(C)c(-c3ccccc3)c2n1	?
47	Clc1cccc(-c2cccc3nccn23)c1	21µM*
48	CC1(C(=O)NCC2CC2)Cc2c(-c3cccc(C(N)=O)c3)ccnc2O1 (configuration not stated)	?
49	CCCCCCCCCCN(CCCCCCCCCC)c1ccccc1	?
50	CCOc1ccc(NC(=O)CSc2nnc3scc(-c4ccc(Cl)cc4)n23)cc1	?
51	Cc1cc(C)cc(OCCOCCn2c(-c3ccc(Cl)cc3)nc3ccccc3c2=O)c1	-29%
52	CN(C(=O)CSc1nnc(C(F)(F)F)n1C)c1c(N)n(Cc2ccccc2)c(=O)[nH]c1=O	7%
53	Cc1ccc(OCCC(=O)OCC(=O)NCCNC(=O)COC(=O)CCOc2ccc(C)cc2)cc1	-14%
54	COC(=O)Cc1c(-c2[nH]c3ccccc3c2CC(=O)OC)[nH]c2ccccc12	15µM*
55	CC(C)C[C@@H](CN1CCCC1CN1C(=S)NC[C@@H]1Cc1ccc(O)cc1)N1C[C@H](Cc2ccccc2)N(CCc2ccccc2)C1=S (some centres not stated)	15µM*
56	CC(=O)Oc1ccc(C2=Cc3ccc(OC(C)=O)cc3OC2C)cc1 (configuration not stated)	12µM*
57	CCCS(=O)(=O)NC(=O)C1(C)CCN(C(=O)c2ccc3c(c2)OCO3)C1 (configuration not stated)	-3%
58	COc1cc(/C=C/C(=O)O[C@H]2CC[C@]34C[C@]35CC[C@]3(C)[C@@H]([C@H](C)CCC=C(C)C)CC[C@@]3(C)[C@@H]5CC[C@H]4C2(C)C)ccc1O	-2%&-19%
59	Cc1cc(C(=O)C(C(c2ccccc2)N2CCOCC2)N2CCOCC2)ccc1Cl (configuration not stated)	?
60	COc1ccc(Cl)cc1-c1cc(C(=O)Nc2ccccc2)[nH]n1	?

Pulled one by one from the list above:
entry	SMILES	DT40 TDP1 no CPT
49	CCCCCCCCCCN(CCCCCCCCCC)c1ccccc1	?
36	C=C1C(=O)OCC2C(C(=O)O)=CC3C(C)C(C)=CC123 (configuration not stated)	18µM*

Additional compounds follow:
entry	SMILES	DT40 TDP1 no CPT
61	CS(=O)(=O)c1ccc2nc(NC(=O)C3CC3)sc2c1	-25%
62	Cc1c(C(=O)c2ccc(F)cc2F)c2ccccn2c1CCc1ccccn1	?
63	Cn1c(=O)n(Cc2ccccc2)c(=O)c2c1nc1n2CCCN1C1CCCCC1	-17%
64	O=C(Nc1ccc(F)cc1)C(c1ccncc1)N1CCN(c2cccc(C(F)(F)F)n2)CC1 (configuration not stated)	21µM*
65	CC(C)n1nnnc1C1c2ccccc2C(=O)N1Cc1ccc(F)cc1 (configuration not stated)	?
66	Cc1ccc(C2=CSC3=NCCN23)cc1	-16%
67	Cc1ccc2c(Cl)c(Cc3ccccc3)c(=S)[nH]c2n1	?
68	COc1ccc(Cc2c(-c3cccc(Br)c3)nc3c(C)cc(Br)cn23)c(C)c1	?
69	O=c1oc(=O)c2ccccc2c2ccccc12	-1%
70	CCCCNc1c(CCc2ccccc2)nc2nc(C)cc(C)n12	?
71	COc1ccccc1Nc1cc2cc(Br)ccc2c(=O)[nH]1	5.2µM*
72	CC(C)C[C@@H](CN)NC(=O)c1nc[nH]c1C(=O)N[C@@H](Cc1ccccc1)C(=O)CNC[C@H](C)NC(=O)c1nc[nH]c1C(=O)N[C@@H](CC(=O)O)C(=O)O	-6%
73	COc1cccc(N(CC(=O)N2CCN(Cc3ccccc3)CC2)S(C)(=O)=O)c1	-24%
74	O=C(Cn1cnc2c(oc3ccccc32)c1=O)NCCc1ccccc1	6%
75	CCOc1ccccc1N1CC(C(=O)NCCC2=CCCCC2)CC1=O (configuration not stated)	-29%
76	O=C(NCCN1CCC(n2c(=O)[nH]c3ccccc32)CC1)c1cccnc1	-14%
77	CC1(C(=O)NC2CCN(Cc3ccccc3)CC2)CCN1Cc1cc2ccccc2o1 (configuration not stated)	-85%
78	CCC(=O)N1CCCC1(C)C(=O)Nc1ccc2c(c1)CCN2C(C)=O (configuration not stated)	-2%
79	O=C(C[n+]1ccccc1Br)c1ccc(I)cc1	?
80	CCN(Cc1ccccc1)Cc1c(O)ccc2c(=O)c(-c3ccccc3Cl)c(C(F)(F)F)oc12	?
81	O=C1N[C@H](Cc2ccccc2)C(=O)N[C@H]1Cc1cn(S(=O)(=O)c2ccccc2)c2ccccc12	?
82	Cc1[nH]c(=O)sc1C(=O)NCc1ccc([N+](=O)[O-])cc1	-26%
83	OC[C@@H]1CN(Cc2cccc3ccccc23)C[C@H](n2cnc3c(NCc4ccco4)ncnc32)O1	21µM*
84	Cc1ccccc1NC(=O)C(C)OC(=O)CCC(=O)c1ccccc1 (configuration not stated)	-7%
85	O=C(NCc1ccc(F)cc1)c1cc(C2CCCCN2S(=O)(=O)c2cccc3cccnc23)on1 (configuration not stated)	?
86	Cc1onc(-c2ccccc2Cl)c1C(=O)N(Cc1ccc(N(C)C)cc1)C(C)C	?
87	N#CC(c1ccc([N+](=O)[O-])cc1)C(CC(=O)c1ccccc1)c1ccccc1 (configuration not stated)	16µM*
88	Clc1ccccc1N=Nc1ccccn1	-8%
89	CN(C(=O)C=Cc1ccco1)c1ccccc1	?
90	COc1ccc(CCC(=O)Nc2ccc(N3CCOCC3)c(S(=O)(=O)Nc3ccc(OC)cc3)c2)cc1	?
91	CS(=O)(=O)c1ccc(NC(=O)COc2ccccc2C(=O)Nc2ccccc2)cc1	?
92	C[C@H]1CN([C@@H](C)CO)C(=O)CCCn2nncc2CO[C@H]1CN(C)S(=O)(=O)c1ccc(F)cc1	-3%
93	O=C1c2ccccc2C(=O)N1N(c1ccccc1)c1ccccc1	3%
94	CSc1ccc(Cn2c(C)c(C(=O)NCc3cccc(C(F)(F)F)c3)sc2=O)cc1	?
95	Clc1ccc2nc(-c3ccccc3)c(Cc3ccsc3)n2c1	?
96	CCNC(=O)C1(C)CCCN1C(=O)c1cnc2ccccc2n1 (configuration not stated)	8%
97	S=c1sscc1-c1ccccc1	-26%
98	Cc1ccnc2ccc(F)cc12	-2%
99	COc1cc(/C=C/CO)ccc1O[C@@H]1O[C@H](CO)[C@@H](O)[C@H](O)[C@H]1O	1%
100	Clc1cccc2sc(N3CCOCC3)nc12	-7%
101	Cc1ccn2c(=S)[nH]nc2c1	-25%
102	Cc1ccc(Cn2cc(CN3CC(N4CCN(C)CC4)CS3(=O)=O)nn2)cc1 (configuration not stated)	-23%
103	CCC(CO)Oc1cc(NC(=O)c2cccc(OC)c2)c2ncn(C(C)C)c2c1 (configuration not stated)	?
104	Cc1ccc2cc(CNC(C)c3cccc4ccccc34)c(N3CCC(O)CC3)nc2c1 (configuration not stated)	-18%
105	Cc1nc(Sc2nnnn2C2CC2)c2c(-c3ccccc3)csc2n1	11µM*
106	COc1cc2c(NC3CCN(C)CC3)nc(N3CCCN(C)CC3)nc2cc1OCCCCC(N)=O	-12%
107	N#Cc1ccc(-c2nc3c4ccccc4ccn3c2Cc2ccsc2)cc1	13µM*
108	O=C(Nc1ccc([N+](=O)[O-])cc1NC(=O)c1ccccc1)c1ccccc1	-28%
109	COc1cccc(C(=O)Nc2cccc(-c3nnc(-c4ccccc4)o3)c2)c1	18µM*
110	COc1ccc([C@H]2C[C@@H](O)[C@H](n3cc(COC(=O)c4ccccc4)nn3)CN2CC2CCCCC2)cc1	?
111	COc1ccc(C=C2Cc3ccccc3C2=O)cc1	?

Screening results deposited in PubChem by National Center for Advancing Translational Sciences (NCATS).

Only part of the results is shown, so the mix of outcomes need not match the whole.
